Assay outcomes as filed in PubChem BioAssay.
LGR2 inh: inhibitors of bursicon-induced LGR2 CRE-luciferase signal, primary screen, cell-based, HEK293, CRE-luciferase reporter, bursicon stimulation | bursicon-stimulated, 4 h | inhibition, % at 9.99 µM | AID 720647, 2013 | 380,000 tested, 0.35% active | Drosophila bursicon receptor LGR2 (rickets);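 active means drop in luminescence signal, shown as inhibition above about 50% in the replicate tests, limit read from the data, passing the limit was not always enough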;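 further: agonist challenge used bursicon conditioned medium at about half maximal strength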
PGC1a acetyl inh: inhibitors of PGC1a acetylation signal, primary screen, cell-based, U2OS, AlphaScreen, inhibitor mode; inhibition, % at 15.6 µM; AlphaScreen anti-acetyl-lysine; with virally co-expressed GCN5 acetyltransferase; 350,000 tested, 0.17% active;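 active means every replicate shows inhibition of at least 40%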;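 further: 0% = neutral control wells and 100% = positive control wells; some results beyond the cut were filed as inactive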
PAX8 inh HTS: inhibitors of PAX8-driven TPO luciferase reporter, primary screen, RMG-I cells, single concentration | SteadyGlo, 24 h | 360,000 tested, 1.2% active | inhibition, % at 12.6 µM;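 active means mean replicate inhibition at least 60% with every replicate also reaching 60%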;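 further: luciferase light reporting Pax8 driven TPO promoter activity; plate controls were median of neutral control wells for no effect and mitoxantrone controls for full effect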
Cneo AK release: Cryptococcus neoformans cell lysis inducers, primary screen, AK release luminescence, single concentration; C. neoformans lysis, adenylate kinase release luminescence, 4 h; normalised: neutral wells 0, clomiphene wells 100; lysis activity, % at 15 µM; 360,000 tested, 0.2% active; AID 651654, 2012;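 active means mean lysis activity across replicates of at least 80%, whatever share of replicates individually reach that level; inactive means mean lysis activity below 80%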
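Assay system: log-phase C. neoformans yeast / Quantity: yeast cell density of 5 × 10^6 cells/mL / Medium: fresh YPD growth medium / Compound: single dose / Timing: static 4 h at 37 °C with compound, 1 h detection / Measured by: adenylate kinase release luminescence / Read-out: lysis from increased AK signal / Benchmarks: Clomiphene as positive lysis control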
ARNT TACC3 PPI: disruptors of ARNT/TACC3 protein interaction, primary screen, biochemical, AlphaScreen, single concentration. Transforming acidic coiled-coil-containing protein 3 (Homo sapiens), Q9Y6A5. AlphaScreen His-ARNT PAS-B/GST-TACC3 binding, luminescence; TACC3 fragment carries E629A point mutation. inhibition, % at 9.99 µM. 390,000 tested, 0.66% active;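 active means mean inhibition of replicates at least 50% and at least half of replicates each reaching 50%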;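 further: 0% = complete ARNT plus TACC3 wells and 100% = ARNT alone without TACC3; many hits fall short of the cut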
GSIS activator: GLuc luminescence reporter in INS-1E cells, primary screen for activators of glucose-dependent secretion of insulin; 370,000 tested, 0.61% active; INS-1E GLuc reporter insulin secretion, 2-3 h; activation, % at 16.6 µM; AID 743287, 2014;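 active means lowest replicate activation of at least 40%, so every replicate reaches that level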;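 further: 0% = median of neutral control wells and 100% = median of IBMX positive control wells; some compounds called inactive have numbers as strong as hits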
C2C12 statin: suppressors of statin myotoxicity in C2C12 myotubes, primary screen, cell-based, single point, plate reader; C2C12 myotubes + simvastatin, ATP luminescence, 48 h; scaled: DMSO 0, geranylgeraniol control 100; 330,000 tested, 0.78% active; rescue of ATP level, % at 7.49 µM;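 active means mean ATP rescue above about 67%, or every replicate alone reaching that limit, limit read from the data, passing the limit was not always enough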;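 further: myotubes were challenged with 10 µM simvastatin during compound exposure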
PglD DTNB: C. jejuni PglD acetyltransferase inhibitors, primary screen, biochemical, DTNB colorimetric, single point; inhibition, % at 12.5 µM; 360,000 tested, 0.098% active; purified PglD enzyme, DTNB colorimetric CoA detection; in the data active means inhibition above about 16%, passing the limit was not always enough; further: strong numbers were not always called active
* = called active by the depositor; nt = not tested or not shown.

SMILES | LGR2 inh | PGC1a acetyl inh | PAX8 inh HTS | Cneo AK release | ARNT TACC3 PPI | GSIS activator | C2C12 statin | PglD DTNB
O=C(C[C@H]1CC[C@@H](NS(=O)(=O)c2ccccc2)[C@@H](CO)O1)N1CCC(Cc2ccccc2)CC1 | 15 | 0 | 2 | nt | nt | -16 | nt | nt
O=C(Cc1c[nH]c2ccccc12)N/N=C/c1ccc(F)cc1 | 0 | 8 | nt | 1 | -2 | -15 | nt | 2
Cc1ccc(C(=O)Oc2ccc(C(=S)N3CCOCC3)cc2)cc1 | 0 | 1 | -7 | -1 | -2 | -10 | 0 | -2
COc1ccc(CSc2nnc(SCc3ccc([N+](=O)[O-])cc3)s2)cc1 | -3 | -7 | nt | -1 | 26 | -7 | -48 | 0
CCCC(C)C1c2c(c(C)c(C)oc2=O)Oc2c(C)c(C)oc(=O)c21 (stereo unspecified) | 18 | 18 | -14 | 0 | 0 | -4 | 6 | -4
CCOC(=O)c1cc2c(ccn2C)n1CC(=O)N(CC)CC | -7 | nt | -4 | 0 | -4 | -5 | 0 | 5
CO[C@H]1CN(C)C(=O)c2cc(NC(=O)CC(F)(F)F)ccc2OC[C@@H](C)N(C(C)=O)C[C@H]1C | -6 | -4 | -8 | nt | nt | -1 | nt | nt
CCC(=O)N(C)C[C@@H]1Oc2cc(-c3ccc(C)cc3)ccc2S(=O)(=O)N([C@H](C)CO)C[C@@H]1C | 1 | 11 | nt | -6 | -3 | -3 | 57 | -2
COc1ccccc1/C=C(\C)C(=O)c1c(C)cc(C)[nH]c1=O | -4 | 10 | -8 | -2 | 2 | -1 | -2 | -3
CCCOc1ccc(-c2cc3onc(-c4ccccc4)c3c(=O)n2C)cc1 | -1 | nt | -19 | -3 | 10 | -6 | -7 | -4
CCOC(=O)c1sc(NC(=O)CN2C(=O)c3cccc4cccc(c34)C2=O)nc1C | nt | 1 | nt | -1 | 3 | nt | 6 | -4
Cc1cc(C)c(NC(=O)CSc2nnc(Cc3cccn3C)n2-c2ccc(F)cc2)c(C)c1 | 11 | -6 | nt | -2 | 3 | 10 | 3 | -3
CC1Cc2ccccc2N1C(=O)CN1C(=O)C(=O)N(Cc2ccccc2)C1=O (stereo unspecified) | nt | 3 | nt | 0 | -1 | nt | 8 | 6
CC1(C(=O)NS(=O)(=O)c2ccc(C#N)cc2)CCN1C(=O)Cc1cccc2ccccc12 (stereo unspecified) | -19 | nt | 10 | 10 | nt | 1 | 3 | 1
Cc1cc(C)nc(OC(C(=O)O)C(OCc2ccccc2)(c2ccccc2)c2ccccc2)n1 (stereo unspecified) | 19 | 8 | 25 | 1 | -3 | nt | 7 | 2
COC(=O)c1cc(CSc2nc3ccc(C)cc3[nH]2)oc1C | nt | -3 | nt | 1 | 1 | nt | -14 | -9
Cc1cccc(NC(=S)N2CCN(C(=O)C3CCCO3)CC2)c1 (stereo unspecified) | 7 | nt | 1 | nt | 0 | -17 | nt | nt
Cc1ccc(C(=O)N/C(=C\c2cccs2)C(=O)N2CCN(C)CC2)cc1C | -10 | 5 | 1 | 0 | -15 | 30 | nt | 4
CC(NC(=O)c1ccc(Cl)cc1Cl)C(c1ccccc1)N1CCOCC1 (stereo unspecified) | -7 | nt | -36 | nt | 0 | 9 | nt | nt
C[C@@H]1CN([C@@H](C)CO)S(=O)(=O)c2ccc(C3=CCCC3)cc2O[C@H]1CN(C)Cc1cccc(C(=O)O)c1 | -4 | 16 | 12 | 2 | 13 | -10 | -7 | 2
COc1ccccc1C(=O)Nc1ccc(S(=O)(=O)N2CCN(C)CC2)cc1 | nt | -9 | -20 | 2 | -5 | nt | nt | 3
Cc1cc(C)c(S(=O)(=O)N2CCN(C(=O)CCOc3ccccc3C)CC2)c(C)c1 | -12 | 5 | -7 | -1 | 0 | -8 | -12 | -7
CCC1(CC)C(=O)C2=C3C1[C@H](C(=O)OC)CC(C(=O)OC)C[C@H]3[C@H]1C(=O)N(c3ccccc3)C(=O)[C@H]1[C@H]2C (stereo partly specified) | -4 | nt | 1 | -5 | nt | -25 | -7 | -1
C[C@H](CO)N1C[C@H](C)[C@@H](CN(C)Cc2ccc(Cl)c(Cl)c2)OCCCC[C@H](C)Oc2ccc(NS(=O)(=O)c3cn(C)cn3)cc2C1=O | -3 | 0 | -9 | 3 | 17 | 14 | nt | -3
CC(=O)Nc1ccc(S(=O)(=O)N[C@@H](C)C(=O)NC2CCCc3ccccc32)cc1 (stereo partly specified) | -9 | 4 | 1 | 0 | -7 | -8 | 13 | 5

Arranged by molar mass (ascending): part of the list above.
SMILES | LGR2 inh | PGC1a acetyl inh | PAX8 inh HTS | Cneo AK release | ARNT TACC3 PPI | GSIS activator | C2C12 statin | PglD DTNB
Cc1ccc(C(=O)N/C(=C\c2cccs2)C(=O)N2CCN(C)CC2)cc1C | -10 | 5 | 1 | 0 | -15 | 30 | nt | 4
CC1(C(=O)NS(=O)(=O)c2ccc(C#N)cc2)CCN1C(=O)Cc1cccc2ccccc12 (stereo unspecified) | -19 | nt | 10 | 10 | nt | 1 | 3 | 1
Cc1cc(C)nc(OC(C(=O)O)C(OCc2ccccc2)(c2ccccc2)c2ccccc2)n1 (stereo unspecified) | 19 | 8 | 25 | 1 | -3 | nt | 7 | 2
CO[C@H]1CN(C)C(=O)c2cc(NC(=O)CC(F)(F)F)ccc2OC[C@@H](C)N(C(C)=O)C[C@H]1C | -6 | -4 | -8 | nt | nt | -1 | nt | nt

The results go on.
SMILES | LGR2 inh | PGC1a acetyl inh | PAX8 inh HTS | Cneo AK release | ARNT TACC3 PPI | GSIS activator | C2C12 statin | PglD DTNB
COc1ccc2cc(C(=O)NCc3ccccc3)[nH]c2c1 | -13 | -6 | -20 | -1 | -5 | 5 | 12 | -3
C/C(=N\O)C(=O)C(CN1CCCCC1)CN1CCCCC1 | -2 | -4 | nt | 0 | -15 | 7 | -5 | -1
CSc1ccccc1NC(=O)Cc1ccccc1[N+](=O)[O-] | 8 | nt | 9 | nt | -4 | 7 | -1 | nt
FC(F)(F)c1cccc(OCc2nnc3n2CCC3)c1 | -25 | nt | -10 | nt | -1 | -7 | nt | nt
CCCSc1nc(C)c(CC(=O)OCC)c(=O)[nH]1 | nt | 2 | nt | 2 | -7 | nt | 6 | -3
CC1(C)C(c2ccccc2)=NC(c2ccc(Br)cc2)N1O (stereo unspecified) | -31 | nt | 0 | nt | 5 | -34 | nt | nt
CC(C)C(=O)Nc1ccc(-c2nnc(-c3ccccc3)o2)cc1 | -95 | 1 | -71 | -1 | -3 | 2 | -61 | -3
Cc1cc(NC(=O)Nc2c[nH]c(=O)[nH]c2=O)ccc1Br | -6 | nt | 8 | 2 | -2 | -11 | 2 | -2
CC=Cc1ccc2n(c1=O)C[C@H]1[C@H](CO)[C@@H](C(=O)Nc3ccc(-c4ccccc4)cc3)N(CCC)[C@@H]21 (mixture of isomers) | 17 | 3 | 7 | -3 | -9 | 0 | -20 | 5
COCCOC(=O)N1C(=O)[C@@]2(c3cc(C#CCCO)ccc31)[C@H](C(=O)N1CCN(c3ncccn3)CC1)[C@H]1C(=O)O[C@H](c3ccccc3)[C@H](c3ccccc3)N1[C@@H]2c1ccccc1OCCO | nt | -7 | nt | 7 | 27 | nt | nt | -3
C[C@H]1CCCCO[C@@H](CN(C)C(=O)Cc2ccccc2)[C@@H](C)CN([C@@H](C)CO)C(=O)c2cc(NS(=O)(=O)c3cn(C)cn3)ccc2O1 | 8 | 1 | -15 | 1 | 4 | -3 | 27 | 1
O=C(C[n+]1cccc2ccccc21)c1ccccc1 | 1 | -2 | 20 | -8 | 5 | -4 | -2 | 8
O=C(c1ccccn1)N1CC[C@@H]2[C@H](CO)Nc3ccc(Br)cc3[C@@H]21 | 17 | 9 | -41 | 36 | 77* | 13 | 27 | -5
C=CCn1c(SCC(N)=O)nnc1-c1cccc(Br)c1 | nt | 3 | nt | 4 | 27 | nt | -11 | 5
O=C(/C=C/c1cn(CC(O)CN2CCCCCC2)c2ccccc12)c1cccs1 (stereo unspecified) | -5 | nt | -2 | nt | -3 | -18 | nt | nt
CCn1cc(C(=O)OCC(=O)Nc2cccc(C)c2)c(=O)c2ccc(C)nc21 | -1 | nt | 1 | 0 | 24 | 6 | 13 | -4
CC(=O)N(C(C)=O)c1nc(-c2ccccc2)cn1/N=C/c1cccc([N+](=O)[O-])c1 | 5 | 6 | -13 | nt | -2 | -8 | nt | nt
O=C(c1cnn(-c2ccc(Cl)cc2)c1)c1ccccc1O | -23 | 5 | -120 | nt | 16 | -5 | nt | nt
COc1ccc(C(=O)OCC(=O)c2ccc3[nH]c(=O)[nH]c3c2)c(OC)c1OC | -3 | nt | 2 | 0 | -3 | 31 | -2 | 1
Cc1cccc(C)c1OCc1nnc(NC(=O)CSc2ccc(Cl)cc2)s1 | -10 | 0 | 35 | -8 | 21 | nt | -6 | 5
CNC(=O)C[C@@H]1CC[C@@H]2[C@@H](COc3ccc(NC(=O)C4CCCCC4)cc3C(=O)N2C)O1 | -4 | 0 | -2 | 1 | -2 | 4 | 15 | 5
O=C1CCCCC1Nc1ccc(Cl)cc1 (stereo unspecified) | -17 | nt | 0 | nt | -6 | -6 | nt | nt
COc1cccc(NS(=O)(=O)c2c(C(=O)N3CCCCCC3)c(C)n(C)c2C)c1 | 2 | -19 | 2 | 3 | 4 | 4 | 2 | 5
CC(C)C(=O)NNC(=O)CSc1nnc(-c2ccccc2)c(-c2ccccc2)n1 | 10 | nt | 20 | 1 | 2 | -1 | 8 | -17
CC(C)c1nc2scc(-c3ccc(Cl)cc3)c2c(=O)n1N | -21 | 1 | -19 | -8 | 10 | 6 | -8 | 0

Next part:
SMILES | LGR2 inh | PGC1a acetyl inh | PAX8 inh HTS | Cneo AK release | ARNT TACC3 PPI | GSIS activator | C2C12 statin | PglD DTNB
CCCNC(=O)C1CC(=O)N(c2ccc(OCc3ccc(Cl)cc3)cc2)C1 (stereo unspecified) | -53 | 4 | -144 | 0 | 4 | 4 | 12 | 2
C[C@H](CO)N1C[C@H](C)[C@H](CN(C)Cc2cccc(C(F)(F)F)c2)Oc2ncc(-c3ccc(F)cc3)cc2C1=O | 10 | -2 | 0 | nt | nt | -5 | nt | nt
Cc1ccc(S(=O)(=O)N[C@H]2CC[C@H](CCNC(=O)Cc3ccccn3)O[C@H]2CO)cc1 | 32 | -5 | 7 | -2 | 8 | 7 | 0 | 1
CC(C)c1ccccc1N=C1SCCCN1C(=O)c1cccc(N2C(=O)CCC2=O)c1 | -1 | nt | -4 | nt | 2 | -9 | 3 | nt
CCOC(=O)c1ccc(NC(=O)COc2coc(CN3CCc4ccccc43)cc2=O)cc1 | 14 | -11 | 9 | 6 | -4 | -1 | 4 | -3
CC(C)CCNC(=O)C(c1ccco1)N(Cc1ccc(F)cc1)C(=O)c1snc(C(N)=O)c1N (stereo unspecified) | nt | 2 | nt | 2 | -3 | nt | -44 | -3
C[C@@H]1CN([C@H](C)CO)C(=O)c2cc(NS(=O)(=O)c3ccc(Cl)cc3)ccc2O[C@@H]1CN(C)C(=O)Nc1ccc(F)cc1 | -3 | -5 | 1 | -3 | -4 | -7 | 17 | 4
CNC(=S)Nc1ccc(C)c(NC(=S)NC)c1 | 0 | -2 | 15 | 0 | 0 | 10 | -3 | 1
CCOC(=O)C1(CC)NC(c2ccc(N(C)C)cc2)C2C(=O)N(C)C(=O)C21 (stereo unspecified) | nt | -5 | nt | -3 | -6 | nt | 54 | 2
Cc1ccc(-c2ccc3c(c2)O[C@@H](CN(C)Cc2ccncc2)[C@H](C)CN([C@H](C)CO)S3(=O)=O)cc1 | 2 | 9 | nt | 6 | -19 | -29 | -85 | 0
